From PubChem BioAssay
BRCT inh green: qHTS Assay for Inhibitors of BRCT-Phosphoprotein Interaction (Green Fluorophore); Breast cancer type 1 susceptibility protein (Homo sapiens), P38398; BRCA1 BRCT-phosphopeptide binding, green fluorescence polarization; Potency, µM (titrated, usually from 76.9 µM), for the others: at the top dose activity change, negative = inhibition, hits mostly inhibitors; actives 0.05% (n = 75,000); AID 875, 2007;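 further: potency means the concentration at half of the fitted maximal effect; plate controls were peptide without protein for full effect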
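Compounds were incubated for 12 min at room temperature with a complex of 100 nM fluorescein-tagged pBACH1 decapeptide and 250 nM His-tagged BRCT protein. Buffer was phosphate pH 7.3 with EDTA, DTT and Tween 20. Disruption of binding lowers the polarization signal.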
ALOX15 inhib: qHTS Assay for Inhibitors of 15-hLO (15-human lipoxygenase) | Polyunsaturated fatty acid lipoxygenase ALOX15 (Homo sapiens), P16050 | purified 15hLO-1, xylenol orange hydroperoxide absorbance | Potency, µM (top dose mostly 57.1 µM), without a hit: at the highest dose activity change, negative = inhibition, usual class: inhibitors | actives 1.4% (n = 74,000); further: potency means the concentration at half of the fitted maximal effect; on the % scale 0 is the no-effect control and ±100 the full control effect; nearly all actives have a fitted effect of over 55% in size
Target sequence (P16050 whole entry, looked up): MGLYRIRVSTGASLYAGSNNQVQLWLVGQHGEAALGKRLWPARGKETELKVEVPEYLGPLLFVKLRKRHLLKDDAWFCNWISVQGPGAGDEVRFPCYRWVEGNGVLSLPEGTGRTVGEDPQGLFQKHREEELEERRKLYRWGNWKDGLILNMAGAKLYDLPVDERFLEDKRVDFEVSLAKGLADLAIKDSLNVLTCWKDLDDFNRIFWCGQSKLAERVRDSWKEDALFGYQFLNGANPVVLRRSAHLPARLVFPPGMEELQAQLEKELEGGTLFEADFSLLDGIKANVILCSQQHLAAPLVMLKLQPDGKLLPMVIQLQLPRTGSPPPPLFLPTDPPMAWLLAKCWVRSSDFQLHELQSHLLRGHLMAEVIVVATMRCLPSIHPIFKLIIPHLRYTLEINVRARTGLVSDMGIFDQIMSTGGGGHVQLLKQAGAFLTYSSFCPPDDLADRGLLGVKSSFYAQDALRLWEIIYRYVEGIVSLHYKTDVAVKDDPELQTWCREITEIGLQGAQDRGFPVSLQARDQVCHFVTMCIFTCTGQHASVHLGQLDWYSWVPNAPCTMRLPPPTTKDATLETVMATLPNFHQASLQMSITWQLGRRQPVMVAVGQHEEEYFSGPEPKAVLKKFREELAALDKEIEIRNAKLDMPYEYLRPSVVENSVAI
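Readout: Fe(III)-xylenol orange absorbance, 573-to-405 nm ratio as reaction progress. Enzyme 40 nM purified human 15hLO-1, substrate 50 uM arachidonic acid, 6 min RT after 15 min compound preincubation; Hepes pH 7.5 buffer with Triton X-100.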
HADH2 inhib: qHTS Assay for Inhibitors of HADH2 (Hydroxyacyl-Coenzyme A Dehydrogenase, Type II) | 3-hydroxyacyl-CoA dehydrogenase type-2 (Homo sapiens), Q99714 | AID 886, 2007 | recombinant HADH2, NADH fluorescence, beta-hydroxybutyryl-CoA | Potency, µM (series often up to 57.1 µM), without a hit: at the highest dose activity change, negative = inhibition, actives largely listed as inhibitors | actives 3.4% (n = 73,000); further: potency means the concentration at half of the fitted maximal effect; on the % scale 0 is the no-effect control and ±100 the full control effect; nearly all actives have a fitted effect of over 60% in size; many of its hits are not listed in these tables
Target sequence (Q99714 whole entry, looked up, one chain of several): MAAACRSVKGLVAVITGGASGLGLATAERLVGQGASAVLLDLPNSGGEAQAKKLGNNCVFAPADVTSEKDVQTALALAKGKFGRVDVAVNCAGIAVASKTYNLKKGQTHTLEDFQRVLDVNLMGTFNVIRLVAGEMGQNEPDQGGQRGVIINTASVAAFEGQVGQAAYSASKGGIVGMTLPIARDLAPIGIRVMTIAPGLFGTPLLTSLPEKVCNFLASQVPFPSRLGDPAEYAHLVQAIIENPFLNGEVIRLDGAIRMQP
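E. coli-expressed His-tagged HADH2 tested at 20 nM in alkaline Tris buffer (pH 9.0); oxidation of 90 uM beta-hydroxybutyryl-CoA with 1 mM NAD+ tracked fluorimetrically for 4 min.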
Hsp90 Hop PPI: qHTS Assay for Disrupters of an Hsp90 Co-Chaperone Interaction; AlphaScreen TPR2A-His6 binding biotin-Hsp90 C-terminal peptide; Potency, µM (highest dose often 57 µM), inactives show top-dose activity change, negative = inhibition; actives 0.44% (n = 71,000); AID 595, 2007; active means well fitted curve in either direction with a large enough effect; inconclusive means small, poorly fitted or top-dose-only effect, or another doubt; further: potency means the concentration at half of the fitted maximal effect; on the % scale 0 is the no-effect control and ±100 the full control effect; many of its hits are not listed in these tables
DNA Pol III inh: qHTS Assay for Inhibitors of DNA Polymerase III Holoenzyme System. reconstituted DNA polymerase III holoenzyme replication, biochemical. Potency, µM (top dose mostly 57.1 µM), for the others: top-dose activity change, negative = inhibition. actives 0.25% (n = 71,000). AID 603, 2007; further: potency means the concentration at half of the fitted maximal effect; on the % scale 0 is the no-effect control and ±100 the full control effect
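Reconstituted *E. coli* holoenzyme (0.35 nM Pol III, 1 nM beta, 154 nM SSB, 2 nM primase) was preincubated with compound for 15 min at RT. Synthesis on 1.4 nM ssM13Gori ran 35 min, then was stopped with PicoGreen/EDTA and read as dsDNA fluorescence.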
CRE Fsk mod: Cell signaling CRE-BLA (Fsk stim). CHO CRE-bla reporter (cAMP response element driving beta-lactamase), forskolin EC10, beta-lactamase ratio. Potency, µM (series often up to 38.2 µM), for the others: at the top dose activity change, negative = inhibition, usual class: activators. actives 2.5% (n = 71,000); active means well fitted activation curve with a large enough effect in the signal ratio, with a control signal flat, not every such curve was filed as active; inconclusive means small, poorly fitted or top-dose-only effect, or effect the other way, or a change in a side signal; the % refers to the signal ratio; further: potency means the concentration at half of the fitted maximal effect; % of control where 0% means no effect
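CRE-bla CHO cells stimulated with EC10 NKH 477 (water-soluble forskolin) and compound titrations, 3 h at 37C; beta-lactamase read with CCF4 after 2 h at room temperature. Activity from 460/530 nm emission ratio, AC50 values for positive or negative modulation.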
BRCT inh red: qHTS Assay for Inhibitors of BRCT-Phosphoprotein Interaction (Red Fluorophore); Breast cancer type 1 susceptibility protein (Homo sapiens), P38398; BRCT-phosphopeptide binding, red fluorescence polarization; Potency, µM (series often up to 76.9 µM), for inactives: at the highest dose activity change, negative = inhibition, actives largely listed as inhibitors; actives 0.03% (n = 75,000); further: on the % scale 0 is the no-effect control and ±100 the full control effect
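Fluorescence polarization: 100 nM His-tagged BRCA1 BRCT with 100 nM TAMRA-labelled phospho-BACH1 decapeptide, phosphate buffer pH 7.3 with 150 mM NaCl, DTT, 0.01% Tween 20; 12 min RT. Binding inhibition seen as FP decrease.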
HBB splice mod: qHTS Assay for Modulators of Hemoglobin Beta Chain Splicing. HBB splicing reporter cell assay, activation; EGFP reporter with mutant IVS2-654 intron; response scale: normalised to 500 nM splice-correcting PNA. Potency, µM (doses to about 46.1 µM), inactives show top-dose activation, usual class: activators. actives 0.06% (n = 65,000). AID 925, 2007; further: potency means the concentration at half of the fitted maximal effect; 0% is about no effect
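HeLa cells stably expressing EGFP interrupted by mutant beta-globin intron 2 (IVS2-654), 500/well in 2% FCS. Treated with compound for 2 days at 37C. Splicing correction scored as total well GFP intensity (488 nm excitation, 500-520 nm emission); 500 nM antisense PNA served as control.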
USP2a inh: qHTS Assay for Inhibitors of Ubiquitin-specific Protease USP2a | AID 927, 2007 | Ubiquitin carboxyl-terminal hydrolase 2 (Homo sapiens), O75604 | USP2a enzymatic assay, qHTS inhibition | actives 0.1% (n = 60,000) | Potency, µM (highest dose often 38.3 µM), inactives show top-dose activity change, negative = inhibition, usual class: inhibitors;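 further: potency means the concentration at half of the fitted maximal effect; nearly all actives have a fitted effect of over 60% in size; plate controls were DMSO for no effect and NEM full inhibition control for full effect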
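20 nM USP2 core + cpd, 30 min RT; add 20 nM Ub-PLA2/20 uM NBD C6-HPC; read Ex460/Em535 at 0 h and 2.5 h. Normalized to NEM; qHTS curve fit/classification.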
UbGFP stabilizer: Ubiquitin-GFP Assay. Ubiquitin-GFP reporter cells, proteasome inhibition, GFP fluorescence; response scale: untreated = 0%, 10 µM MG-132 = 100%. Potency, µM (top dose mostly 45.9 µM), for the others: at the highest dose activation (GFP accumulation), hits mostly activators. 67,000 tested, under 10 active. AID 526, 2006; active means well fitted activation curve with a large enough effect, not every such curve was filed as active; inconclusive means small, poorly fitted or top-dose-only effect, or another doubt; inactive means no such curve, though single readings can be large or run the other way; further: potency means the concentration at half of the fitted maximal effect
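U2OS cells expressing ubiquitin(G76V)-GFP, seeded overnight in 0.5% FBS medium, then treated 4 hr at 37 C across 46 uM to 2.9 nM. GFP-positive cells counted by laser cytometry (488 ex/515 em); %activity scaled between basal and 10 uM MG-132.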
Epigenetic mod: qHTS Assay for Epigenetic Modulators. mouse C127i GFP locus derepression, cytometry, 30 h. Potency, µM (top dose mostly 46.1 µM), for the others: top-dose GFP derepression (activation). actives 0.09% (n = 68,000). AID 597, 2007; further: % of control where 0% means no effect
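Read-out is the number of GFP-positive cells, scored as fluorescent objects 20 to 120 um wide, reflecting derepression of a silenced CMV-GFP reporter in murine C127i cells after 30 h compound exposure at 37 C.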
* marks the source's active call; other numbers are inactive results; [ ] = another dose, or the depositor's remark. Unless noted, the call rests on the fitted dose curve; in most records, active means well fitted curve in the direction sought with a large enough effect; inconclusive means small, poorly fitted or top-dose-only effect, or another doubt; inactive means no such curve, though single readings can be large; an effect the other way counts as inactive or inconclusive. Only part of the results is shown; rates above refer to the full screens.

Results for O=C(c1cccc(F)c1)N1CCC[C@@]2(CCN(Cc3ccncc3)C2)C1 ?
BRCT inh green: -3.1%; ALOX15 inhib: -7%; HADH2 inhib: -7%; Hsp90 Hop PPI: -4%; DNA Pol III inh: -1%; CRE Fsk mod: 3%; BRCT inh red: -0.1%; HBB splice mod: 1.3%; USP2a inh: 33%[activator]; UbGFP stabilizer: -9%; Epigenetic mod: -2%[9.22 µM]

How did COc1ccc(NC(=O)Cn2nnc(-c3ccc(CN4CCOCC4)cc3)n2)c(OC)c1 do in these assays?
BRCT inh green: -1.2%; ALOX15 inhib: 3%; HADH2 inhib: 10%; Hsp90 Hop PPI: 0%; DNA Pol III inh: -9%; CRE Fsk mod: -2%; BRCT inh red: 0.8%; USP2a inh: 3%; UbGFP stabilizer: -1%; Epigenetic mod: -2%

How did CCOC(=O)c1ccc2c(c1)N(CC(=O)N1CCCC1)C(=O)C(C)(C)O2 do in these assays?
BRCT inh green: -2.7%; ALOX15 inhib: inconclusive; HADH2 inhib: 12%; Hsp90 Hop PPI: inconclusive; DNA Pol III inh: -6%; CRE Fsk mod: 9%; BRCT inh red: 0.0%; USP2a inh: 51%[activator]; UbGFP stabilizer: 2%; Epigenetic mod: 3%

Results for O=C(CCCCn1c(=O)[nH]c2ccccc2c1=O)NCCC1=CCCCC1 ?
BRCT inh green: -1.5%; ALOX15 inhib: 3%; HADH2 inhib: -4%; Hsp90 Hop PPI: -4%; DNA Pol III inh: 2%; CRE Fsk mod: inconclusive; BRCT inh red: 1.0%; HBB splice mod: -1.9%; USP2a inh: 2%; UbGFP stabilizer: -7%; Epigenetic mod: 3%

Results for COCCNC(=O)Cn1nc(C)c2ccccc2c1=O ?
BRCT inh green: -1.9%; ALOX15 inhib: 6%; HADH2 inhib: -26%; Hsp90 Hop PPI: -1%; DNA Pol III inh: -7%; CRE Fsk mod: 9%; BRCT inh red: 0.2%; HBB splice mod: 1.6%[57.5 µM]; USP2a inh: -12%; UbGFP stabilizer: 7%; Epigenetic mod: 0%

How did O=C(/C=N/O)Nc1ccccc1C(=O)O do in these assays?
BRCT inh green: -3.3%; ALOX15 inhib: 2%; HADH2 inhib: -2%; Hsp90 Hop PPI: 1%; DNA Pol III inh: -2%; CRE Fsk mod: -7%; BRCT inh red: -0.8%; HBB splice mod: 0.3%; USP2a inh: -2%; UbGFP stabilizer: 25%; Epigenetic mod: 0%

How did COc1ccccc1N1CCN(c2nc(N)c(C#N)c(CC#N)c2C#N)CC1 do in these assays?
BRCT inh green: 9.2%; ALOX15 inhib: 1%; HADH2 inhib: -16%; Hsp90 Hop PPI: -10%; DNA Pol III inh: -4%; CRE Fsk mod: 23%; BRCT inh red: 0.9%; HBB splice mod: 0.0%[57.5 µM]; USP2a inh: 27%; UbGFP stabilizer: 0%; Epigenetic mod: 4%

What do the screens show for `CCOc1ccccc1NS(=O)(=O)c1ccc(Br)s1`?
BRCT inh green: -0.1%; ALOX15 inhib: 0%; HADH2 inhib: 5%; Hsp90 Hop PPI: 2%; DNA Pol III inh: -1%; CRE Fsk mod: 1%; BRCT inh red: -1.1%; HBB splice mod: -0.6%; USP2a inh: -4%; UbGFP stabilizer: 6%; Epigenetic mod: 0%

How did COc1ccc(OC(=O)CCCN2C(=O)c3ccccc3C2=O)cc1 do in these assays?
BRCT inh green: -1.9%; ALOX15 inhib: -3%; HADH2 inhib: -3%; Hsp90 Hop PPI: 1%; DNA Pol III inh: 0%; CRE Fsk mod: -6%; BRCT inh red: -0.8%; HBB splice mod: 3.8%; USP2a inh: 1%; UbGFP stabilizer: -1%; Epigenetic mod: 6%

Results for COC(=O)c1ccc(C2C3=C(Nc4nnnn42)c2ccccc2OC3)cc1 (configuration not stated) ?
BRCT inh green: -1.4%; ALOX15 inhib: -10%; HADH2 inhib: 1%; Hsp90 Hop PPI: -2%; DNA Pol III inh: -2%; CRE Fsk mod: inconclusive; BRCT inh red: -0.9%; HBB splice mod: -0.5%; USP2a inh: 19%; UbGFP stabilizer: 1%; Epigenetic mod: -3%

How did O=C(c1cnn2c(C(F)(F)F)cc(-c3ccc(Br)cc3)nc12)N1CCOCC1 do in these assays?
BRCT inh green: -0.8%; ALOX15 inhib: -1%; HADH2 inhib: 0%; Hsp90 Hop PPI: 2%; DNA Pol III inh: 1%; CRE Fsk mod: 12%; BRCT inh red: -1.0%; HBB splice mod: 1.9%; USP2a inh: -5%; UbGFP stabilizer: -10%; Epigenetic mod: 8%

Results for COc1cc(-c2nc(-c3ccc(NC(=O)c4ccc5c(c4)OCO5)cc3)no2)cc(OC)c1OC ?
BRCT inh green: 0.1%; ALOX15 inhib: -2%; Hsp90 Hop PPI: -1%; DNA Pol III inh: -7%; CRE Fsk mod: 11%; BRCT inh red: -0.2%; HBB splice mod: 0.4%; USP2a inh: 42%[activator]; UbGFP stabilizer: -4%; Epigenetic mod: 4%

Results for CCOC(=O)c1ccc(Nc2nc(C)cc(C)c2C#N)cc1 ?
BRCT inh green: 0.1%; ALOX15 inhib: 0%; HADH2 inhib: 29%; Hsp90 Hop PPI: -5%; DNA Pol III inh: -2%; CRE Fsk mod: 22%; BRCT inh red: -1.4%; HBB splice mod: 0.6%; USP2a inh: 9%; UbGFP stabilizer: 0%; Epigenetic mod: -2%

What do the screens show for `Cn1c(N2CCC(C(N)=O)CC2)nc2c1c(=O)n(Cc1ccc(Cl)cc1)c(=O)n2C`?
BRCT inh green: -1.3%; ALOX15 inhib: 5%; HADH2 inhib: 14%; Hsp90 Hop PPI: -7%; DNA Pol III inh: -1%; CRE Fsk mod: -5%; BRCT inh red: -1.1%; HBB splice mod: 0.2%[57.5 µM]; USP2a inh: 12%; UbGFP stabilizer: 3%; Epigenetic mod: 0%

What do the screens show for `Cn1c(=O)cc(OCCCC(=O)N2CCN(c3ccccc3)CC2)c2ccccc21`?
BRCT inh green: -1.8%; ALOX15 inhib: -4%; HADH2 inhib: -1%; Hsp90 Hop PPI: -4%; DNA Pol III inh: -7%; CRE Fsk mod: inconclusive; BRCT inh red: -1.8%; HBB splice mod: 0.6%; USP2a inh: 15%; UbGFP stabilizer: 8%; Epigenetic mod: 2%

How did COc1cccc(C(=O)N(Cc2ccc(N(C)C)cc2)C2CCS(=O)(=O)C2)c1 (configuration not stated) do in these assays?
BRCT inh green: 1.7%; ALOX15 inhib: 3%; HADH2 inhib: -1%; Hsp90 Hop PPI: -7%; DNA Pol III inh: 2%; CRE Fsk mod: 14%; BRCT inh red: -1.5%; HBB splice mod: -3.3%[0.369 µM]; USP2a inh: 4%; UbGFP stabilizer: -2%; Epigenetic mod: 4%

Results for CCCOc1ccc(N2C(=O)CC(N(O)c3ccccc3)C2=O)cc1 (configuration not stated) ?
BRCT inh green: 0.4%; ALOX15 inhib: -15%; HADH2 inhib: 7%; Hsp90 Hop PPI: -3%; DNA Pol III inh: 5%; CRE Fsk mod: -17%; BRCT inh red: 1.3%; HBB splice mod: -1.7%[57.5 µM]; USP2a inh: 8%; UbGFP stabilizer: 0%; Epigenetic mod: 0%
